TDP1 inh: TDP1 (human) enzyme inhibition; Q9NUW8; hit rate 0.28% among 350,000; Potency, µM (highest dose often 130 µM), without a hit: at the top dose activity change, negative = inhibition, usual class: inhibitors; recombinant TDP1, AlphaScreen DNA substrate cleavage; also: nearly all actives have a fitted effect of over 40% in size
Target sequence (Q9NUW8 whole entry, looked up): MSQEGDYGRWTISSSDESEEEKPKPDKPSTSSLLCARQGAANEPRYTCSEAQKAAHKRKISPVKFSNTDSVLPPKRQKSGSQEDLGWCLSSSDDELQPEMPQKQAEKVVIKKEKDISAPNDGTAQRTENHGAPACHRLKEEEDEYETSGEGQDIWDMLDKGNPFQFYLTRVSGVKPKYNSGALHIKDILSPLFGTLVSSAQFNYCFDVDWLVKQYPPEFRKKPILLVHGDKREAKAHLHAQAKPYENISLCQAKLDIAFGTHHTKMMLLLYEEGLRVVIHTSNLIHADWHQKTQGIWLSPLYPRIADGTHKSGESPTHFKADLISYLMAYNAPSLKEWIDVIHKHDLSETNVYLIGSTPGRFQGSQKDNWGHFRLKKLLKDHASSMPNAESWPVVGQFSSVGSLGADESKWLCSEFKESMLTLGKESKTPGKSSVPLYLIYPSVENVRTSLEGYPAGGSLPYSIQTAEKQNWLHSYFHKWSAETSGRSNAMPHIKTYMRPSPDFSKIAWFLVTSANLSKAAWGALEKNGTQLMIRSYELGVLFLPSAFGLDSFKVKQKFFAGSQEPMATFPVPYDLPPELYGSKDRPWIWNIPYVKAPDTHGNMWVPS
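Enzyme-compound mixtures sat 15 min at room temperature, followed by a 5 min reaction with 15 nM final substrate and 10 min with AlphaScreen beads. Recombinant human Tdp1 was used at 1 nM final.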
N370S GC mod: N370S glucocerebrosidase modulation, Gaucher chaperone candidate; N370S GC spleen homogenate, 4MU-glucoside fluorescence; AID 2101; hit rate 0.092% among 330,000; Potency, µM (highest dose often 59.4 µM), inactives show at the top dose activity change, negative = inhibition, usual class: inhibitors; P04062;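 also: 0% = full enzyme activity and -100% = no enzyme basal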
TDP1 cell noCPT: qHTS for Inhibitors of human tyrosyl-DNA phosphodiesterase 1 (TDP1): qHTS in cells in absence of CPT; DT40 Tdp1-/- hTDP1 cells, no CPT, ATP luminescence, 48 h; Potency, µM (highest dose often 46.2 µM), for the others: at the top dose activity change, negative = growth inhibition, actives largely listed as inhibitors; hit rate 15% among 420,000; AID 686978, 2013; also: nearly all actives have a fitted effect of over 55% in size
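Luminescent ATP content (CellTiter-Glo) served as the growth readout. Knockout chicken DT40 cells expressing human TDP1 were exposed to compounds without camptothecin for a minimum 48 hr at 37 °C.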
* marks the source's active call; other numbers are inactive results; ? = inconclusive; nt = not tested or not shown; & = joins results of further samples; ! = not confirmed by another sample; [ ] = remark or other dose. Calls follow the shape of the dose curve; as a rule, active = well fitted curve in the direction sought with a large enough effect; inconclusive = small, poorly fitted or top-dose-only effect, or another doubt; inactive = no such curve, though single readings can be large; an effect the other way counts as inactive or inconclusive. Unless noted, % is scaled to controls: 0 for no effect and ±100 for the full control effect; potency is read from the fitted curve at half-maximal effect. These rows are one share of the data (hit frequency here may not be typical).

Start of the data: the first two entries, to show the layout:
SMILES	TDP1 inh	N370S GC mod	TDP1 cell noCPT
CCNC(=S)NNC(=O)c1csc2c1CCC(C)C2 (stereo not given)	5%	-4%	?
CN(CCC#N)C(=O)CSc1nnc(-c2ccco2)n1N	4%	8%	-14%

The whole of this part, from the start:
SMILES	TDP1 inh	N370S GC mod	TDP1 cell noCPT
CCNC(=S)NNC(=O)c1csc2c1CCC(C)C2 (stereo not given)	5%	-4%	?
CN(CCC#N)C(=O)CSc1nnc(-c2ccco2)n1N	4%	8%	-14%
COc1ccc(C(=O)c2c3ccc([N+](=O)[O-])cc3[n+]([O-])n2CCCC(N)=O)cc1	3%	-17%	21µM*
Nc1nc(-c2c(Cl)cccc2Cl)no1	6%	1%	-2%
COC(=O)c1ccc(OCC(O)Cn2nnc3ccccc32)cc1 (stereo not given)	-2%	-3%	?
CC(=O)c1cccc(NC(=O)Cn2cc3c(n2)CCCC3)c1	-2%	6%	-6%
C[C@H](CO)N1C[C@H](C)[C@@H](CN(C)Cc2ccc(Cl)c(Cl)c2)Oc2c(NC(=O)Cc3ccccc3)cccc2C1=O	3%	nt	15µM*
Cc1ccc(NC(=O)CCNS(=O)(=O)c2ccc3c(c2)CCC(=O)N3)c(Br)c1	nt	-21%	6%
Cc1cc(C(=O)NC(CC(C)C)C(=O)O)cc(C)c1[N+](=O)[O-] (stereo not given)	-6%	-9%	8%
O=C1c2ccccc2NC(c2ccc([N+](=O)[O-])cc2)N1O (stereo not given)	5%	-5%	18µM*
Cc1ccc(C(C)C)c(OCC(=O)NN=C2CCCC2)c1	0%	2%	?
O=C(NCc1ccc(F)cc1)C1CCCCN1S(=O)(=O)c1ccc(F)cc1 (stereo not given)	5%	nt	-9%
N#Cc1ccc(CSc2nc(N)cc(=O)[nH]2)cc1	nt	0%	-11%
CCOC(=O)/C(=N\NC(=O)c1ccccc1)c1ccccc1	2%	?	-16%
CC12CC(O)C3c4ccc(O)cc4CCC3C1CCC2=O (stereo not given)	3%	-4%	-5%
CN(C)CC(C)(C)CNS(=O)(=O)c1ccc(Cl)c(Cl)c1	2%&2%	-16%&17%	2.3µM*!
COc1ccc(C(=O)CSc2nnc(CNc3ccc(C)cc3C)n2Cc2ccco2)cc1	8%	-17%	23µM*
COC(=O)[C@@H]1C[C@H]1[C@@H](NC(C)=O)c1ccccc1	9%	15%	nt
CCC[C@@H](CN1CCC[C@H]1CN1C(N)=NC[C@H]1CC(C)C)N1C[C@@H]([C@H](C)CC)N(CCCC2CCCC2)C1=N	-7%	nt	16µM*
CC(C)N(C(=O)[C@H]1CC(CC(=O)NCc2cccc(C(F)(F)F)c2)C(=O)N2CCc3c([nH]c4ccccc34)[C@]12C)C(C)C (stereo not given in full)	2%	nt	23µM*
CC1(c2ccc3ccccc3c2)NC(=O)N(CC(=O)O)C1=O (stereo not given)	3%	0%	-1%
CCOc1cc(CO)c(Br)cc1OCC(=O)O	4%	6%	-18%
O=C(CN1CCC(n2nnc3cc(F)ccc32)CC1)N1CCCc2ccccc21	-1%	-4%	?
C=CCn1c(SCC(=O)N(CC)C2CCS(=O)(=O)C2)nnc1-c1ccccc1 (stereo not given)	2%	nt	15%
NC(=O)C1CCN(C(=O)CCC(=O)c2ccc(Br)cc2)CC1	-2%	12%	-2%
COC(=O)c1cc(NC(=O)CC2CCCC2)cc(C(=O)OC)c1	0%	-2%	0%
CCOC(=O)N1CCN(c2ccc(C(F)(F)F)cn2)CC1	-5%	8%	-30%
CC(C)CCNC(=O)NC(=O)COC(=O)c1cc(S(=O)(=O)N2CCOCC2)ccc1N1CCCCC1	0%	11%	?
COC(=O)NC(CC(C)=O)c1ccco1 (stereo not given)	12%[21 µM]	4%[12.8 µM]	nt
O=C(O)CCC(=O)N1CCc2cc(S(=O)(=O)N3CC=C(c4ccccc4)CC3)ccc21	nt	-8%	?

Rewritten with two lines to a compound: 5 of the compounds above.
Every second line gives: TDP1 inh	N370S GC mod	TDP1 cell noCPT
> CC1(c2ccc3ccccc3c2)NC(=O)N(CC(=O)O)C1=O (stereo not given)
 : 3%	0%	-1%
> CCOc1cc(CO)c(Br)cc1OCC(=O)O
 : 4%	6%	-18%
> O=C(CN1CCC(n2nnc3cc(F)ccc32)CC1)N1CCCc2ccccc21
 : -1%	-4%	?
> C=CCn1c(SCC(=O)N(CC)C2CCS(=O)(=O)C2)nnc1-c1ccccc1 (stereo not given)
 : 2%	nt	15%
> NC(=O)C1CCN(C(=O)CCC(=O)c2ccc(Br)cc2)CC1
 : -2%	12%	-2%

Continued.
SMILES	TDP1 inh	N370S GC mod	TDP1 cell noCPT
COc1ccc(Cc2c(O)nc(SCC(=O)N3CCCCCC3)[nH]c2=O)cc1	8%	5%	2%
Cc1cccc(N(CC(=O)NC2CCCC2)C(=O)CCCC(=O)Nc2ccccn2)c1	3%	6%	-3%
CN(C(=O)CN1C(=O)NC2(CCCc3ccccc32)C1=O)C1CCCCC1 (stereo not given)	1%	nt	7%
CC(=O)N[C@@H](CC(C)C)C(=O)O	7%[56.1 µM]	1%[21.6 µM]	-1%
Cc1cc(SCC(=O)O)nc2ccccc12	1%	12%&-7%	6%&-5%
CCCc1ccc(OCc2ccc(C(=O)N3CCN(c4ccccn4)CC3)o2)c(OC)c1	1%	-9%	21µM*
Cc1ccc(N2C(=O)CC(Sc3ncn[nH]3)C2=O)cc1 (stereo not given)	nt	2%	4.6µM*
O=C(NCCCN1CCN(c2ccc(F)cc2)CC1)c1sc2ncccc2c1-n1cccc1	7%	nt	?
COc1ccc(N2CCSC2C(=O)NN)cc1 (stereo not given)	9%	4%	?
Cc1ccc(C(=O)N/C(=C/c2ccco2)C(=O)Nc2cccc(C)c2)cc1	7%	5%	-23%
CC(C)CN(C(=O)CCC(=O)OCC(=O)N(C)c1ccccc1)c1c(N)n(CC(C)C)c(=O)[nH]c1=O	nt	-10%	1%
CN1CC(=O)N(CC(=O)NC2CCCCC2)C1=O	-3%	nt	-2%
COc1cccc(/C=C2\SC(=O)N(CC(=O)NC3CCS(=O)(=O)C3)C2=O)c1 (stereo not given)	4%	-3%	6%
Cc1ccc2c(c1)c(C)c(C)n2CC(O)CN1CCOCC1 (stereo not given)	3%	-2%	-5%
CCC(COC(=O)Nc1ccccc1)NC(=O)OC(C)C (stereo not given)	3%	9%	-26%
CC1CCN(C(=O)CSc2nnc(CSc3ncccn3)n2C)CC1	-1%	-13%	-2%
O=C(NNC(=O)c1ccccc1-n1cccc1)c1cncc(Br)c1	1%	nt	19%
O=C(Nc1ccc(N2CCOCC2)c(Cl)c1)c1ccc2c(c1)OCCO2	3%	-14%	?
C=CCN1C(=O)/C(=C2/Sc3ccc(OC)cc3N2C)SC1=NCc1ccccc1	0%	-3%	?
CCC1(c2ccc(F)cc2)NC(=O)N(CC(=O)N2c3ccccc3NC(=O)C2(C)C)C1=O (stereo not given)	-3%	0%	1%

Arranged by heavy-atom count (lowest first): part of the list above.
SMILES	TDP1 inh	N370S GC mod	TDP1 cell noCPT
CCC(COC(=O)Nc1ccccc1)NC(=O)OC(C)C (stereo not given)	3%	9%	-26%
Cc1ccc2c(c1)c(C)c(C)n2CC(O)CN1CCOCC1 (stereo not given)	3%	-2%	-5%
CC1CCN(C(=O)CSc2nnc(CSc3ncccn3)n2C)CC1	-1%	-13%	-2%
CCC1(c2ccc(F)cc2)NC(=O)N(CC(=O)N2c3ccccc3NC(=O)C2(C)C)C1=O (stereo not given)	-3%	0%	1%

(next part)
SMILES	TDP1 inh	N370S GC mod	TDP1 cell noCPT
CCC(=O)N1CCCc2cc(S(=O)(=O)N3CCC(C(=O)Nc4ccccc4CC)CC3)ccc21	4%	nt	?
CSc1ccccc1-c1nnc(-c2ccccc2)o1	-3%	26%	-16%
O=C(CC12CC3CC(CC(C3)C1)C2)NC(=S)NCc1ccccc1	-3%	9%	18µM*
Cc1ccc(NC(=O)CSc2n[nH]c(-c3ccncc3)n2)cc1C	10%	?	-15%
CC(C)S(=O)(=O)c1csc(C(=O)Nc2ccc(F)cc2)c1N	nt	0%	?
COc1ccccc1CN1CC2(CCN(S(=O)(=O)c3ccccc3)CC2)C1	nt	-9%	?
Cc1nc(N2CCCCC2)c2c(C)c(C(=O)Nc3ccc4c(c3)OCCO4)sc2n1	4%	-2%	4.1µM*
COc1ccc(-c2cc(C(=O)Oc3cccc(C)c3C)c3ccccc3n2)cc1	-14%[12.3 µM]	nt	?
CN1CCN(C(=O)/C(=C/c2cn(S(=O)(=O)N(C)C)c3ccccc23)NC(=O)c2ccccc2)CC1	4%	-3%	1%
O=C(Nc1cc(S(=O)(=O)N2CCCCC2)ccc1Cl)c1ccc(F)cc1	0%	nt	-14%

Five neighbouring records already listed, quoted:
SMILES	TDP1 inh	N370S GC mod	TDP1 cell noCPT
COc1ccccc1CN1CC2(CCN(S(=O)(=O)c3ccccc3)CC2)C1	nt	-9%	?
Cc1nc(N2CCCCC2)c2c(C)c(C(=O)Nc3ccc4c(c3)OCCO4)sc2n1	4%	-2%	4.1µM*
COc1ccc(-c2cc(C(=O)Oc3cccc(C)c3C)c3ccccc3n2)cc1	-14%[12.3 µM]	nt	?
CN1CCN(C(=O)/C(=C/c2cn(S(=O)(=O)N(C)C)c3ccccc23)NC(=O)c2ccccc2)CC1	4%	-3%	1%
O=C(Nc1cc(S(=O)(=O)N2CCCCC2)ccc1Cl)c1ccc(F)cc1	0%	nt	-14%

New compounds follow
SMILES	TDP1 inh	N370S GC mod	TDP1 cell noCPT
CCN1C(=O)[C@H]2[C@H]3[C@H](O)[C@H](O)C/C(=N/OC[C@@H](O)COCc4ccco4)[C@@H]3CC[C@@H]2C1=O	3%&-1%[21 µM]	-4%&-2%[12.8 µM]	nt
Cc1cc(C)n(-c2nnc(C)n2NC(=O)c2cccc(Cl)c2)n1	1%	6%	-5%
COc1ccc(CNC(=O)C2Cc3cc(S(=O)(=O)N4CCCC4)ccc3N2C(C)=O)c(OC)c1 (stereo not given)	4%	0%	1%
Cc1ccccc1C(=O)NC(=S)N(CCO)Cc1ccccc1	nt	-21%	-25%
N#Cc1ccccc1OC[C@H](O)CNCCNC(=O)Nc1ccccc1	10%	-9%	?
CCC(C)[C@H](NC(=O)NCC1CCCO1)C(=O)OC (stereo not given in full)	3%	-7%	-3%
Cc1ccc(NC(=O)c2ccc(CNc3c(N4CCC(C)CC4)c(=O)c3=O)cc2)cc1	nt	-6%	-1%
CC1CC(C(F)(F)F)n2nc(C(=O)O)cc2N1 (stereo not given)	-9%	?	5%
CCN(CC)CCCN1C(=O)C(=O)/C(=C(/O)c2ccc3c(c2)OCCO3)C1c1ccco1 (stereo not given)	-7%	6%	1%
Cn1c(SCC#N)nnc1-c1cccnc1	1%	-18%	-10%
COc1ccc(S(=O)(=O)N2CCN(Cc3ccccc3)CC2)cc1OC	4%	-3%	?
CCN(CC)C(=O)C1=C(C)Nc2nc3ccccc3n2C1c1cccc(Cl)c1 (stereo not given)	1%	nt	?
CCOC(=O)C1=C(N)Oc2c(c(=O)[nH]c3ccccc23)C1c1ccccc1 (stereo not given)	-12%	?	13µM*
Cc1c(OCC(=O)N[C@H](C(=O)O)c2ccccc2)ccc2c3c(c(=O)oc12)CCCC3	nt	4%	-16%
Cc1cc(C)n(-c2nc(Nc3ccccc3C(F)(F)F)nc(-n3nc(C)cc3C)n2)n1	7%	21%	15µM*
CC(=O)N(c1ccccc1C)S(=O)(=O)c1ccc(Cl)cc1	-8%	-2%	-15%
N#CCCN(C(=O)COc1ccc(C#N)cc1)c1ccc(F)cc1	1%	-8%	-10%
Cc1cccc(CCNC(=O)c2ccc3c(c2)N(Cc2ccccc2F)C(=O)c2ccccc2S3)c1	-2%	nt	?
COc1ccc(NC(=O)/C(Cl)=C(/Cl)S(=O)Cc2ccc(C)cc2)cn1 (stereo not given)	9%	-8%	nt
Cc1ccc(-n2c(SCC(=O)OC(C)C)nnc2-c2ccccn2)cc1	4%	4%[2.35 µM]	-10%
CC(C(=O)NC(c1ccccc1)c1ccccc1)N1CCOCC1 (stereo not given)	nt	2%	-6%
COC(=O)C1=C(C(=O)OC)[C@@H]2Nc3ccccc3[C@@]23C[C@@H](C(=O)OC)N(C(=O)COCc2ccccc2)C3=N1	7%[12.3 µM]	-2%[12.8 µM]	-29%
CC(C)c1ccc(NC(=O)C2CCCN(S(=O)(=O)c3ccc4[nH]c(=O)ccc4c3)C2)cc1 (stereo not given)	8%	nt	-24%
Nc1ncc(-n2cncn2)c(-c2ccc(Cl)cc2)n1	-5%	-4%	1%
Cc1ccc(NC(=O)C2CC(=O)N(CCc3ccccc3)C2)c(C)c1 (stereo not given)	3%	-1%	-13%
O=C(Cn1ccsc1=NC(=O)c1ccco1)c1ccccc1	3%	18%	-29%
C=CC1=C(C)C2=Cc3c(C=C)c(C)c4[n]3[Sn+2][n]3c(c(C)c(CCC(=O)O)c3=CC3=NC(=C4)C(C)=C3CCC(=O)O)=CC1=N2	?	1%	-19%

Screens deposited in PubChem by National Center for Advancing Translational Sciences (NCATS).
